Assay outcomes (PubChem)
NadD block – inhibitors of S. aureus NadD, primary screen, biochemical, colorimetric, uHTS; 360,000 compounds, 0.78% hits; AID 602399, 2012; inhibition, % at 20 µM; Nicotinate-nucleotide adenylyltransferase NadD (Staphylococcus aureus N315); purified NadD enzyme, colorimetric absorbance read-out; in the data active means inhibition above about 26%; further: some compounds past the cut are filed as inactive
STEP inh – STEP phosphatase inhibitors, primary screen, biochemical, fluorescence intensity, uHTS. Tyrosine-protein phosphatase non-receptor type 5 (Homo sapiens), P54829. recombinant STEP, OMFP fluorogenic substrate. inhibition, % at 20 µM. 360,000 compounds, 0.25% hits. AID 588621, 2011;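 active means inhibition at 20 µM, scaled per plate between control wells, above about 37%, limit read from the data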;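 further: 0% = DMSO with enzyme and substrate and 100% = substrate only without enzyme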
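Measure: Control-normalized % inhibition with plate pattern correction | Test system: STEP phosphatase, cell-free reaction | Medium: pH 6.0 Bis-Tris with DTT and Tween 20 | Technique: Fluorescence, 480/540 nm | Times: Reaction 20 min, ambient temperature | Doses: Single compound dose of 20 µM, 1% DMSO final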
Scp-1 inhibitor – Scp-1 phosphatase inhibitors, primary screen, biochemical, colorimetric, uHTS | AID 493091, 2011 | inhibition, % at 20 µM | 340,000 compounds, 0.88% hits | Recombinant Scp1, phosphopeptide, malachite green phosphate absorbance;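 active means inhibition above about 50% at 20 µM, limit read from the data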;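 further: plate controls were DMSO wells with enzyme for no effect and wells lacking enzyme for full effect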
Target sequence (Q9GZU7 76-261 limits assumed): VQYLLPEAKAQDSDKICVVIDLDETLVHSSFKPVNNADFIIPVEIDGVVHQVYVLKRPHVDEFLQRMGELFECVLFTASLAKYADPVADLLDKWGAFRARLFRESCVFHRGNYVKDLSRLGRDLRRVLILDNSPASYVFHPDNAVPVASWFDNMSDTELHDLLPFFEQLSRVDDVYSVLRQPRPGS
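Material: truncated SCP-1 phosphatase (76-261aa) / Buffer or medium: 50 mM Tris acetate pH 5.5, 0.005% Tween-20, 10 mM MgCl2 / Compound dosing: one concentration, 20 µM, with 1.0% DMSO / Incubation: 45 min room-temperature reaction, 5 min colour, 30 min stabiliser / Detection: colorimetric free-phosphate detection, absorbance 630 nm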
CSN inh – inhibitors of CSN-mediated cullin deneddylation, primary screen, biochemical, fluorescence polarization, uHTS; COP9 signalosome complex subunit 5 (Homo sapiens), Q92905; Purified CSN, SCF-Nedd8-OG deneddylation; inhibition, % at 12.5 µM; 360,000 compounds, 0.38% hits;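 active means pattern-corrected inhibition above about 35%, with an unprinted fluorescence ratio check between 0.5 and 1.5, limit read from the data, passing the limit was not always enough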;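 further: 0% = enzyme with substrate and 100% = substrate without enzyme; some results filed as inactive read as strong as hits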
Target sequence (Q92905 whole entry, looked up, one chain of several): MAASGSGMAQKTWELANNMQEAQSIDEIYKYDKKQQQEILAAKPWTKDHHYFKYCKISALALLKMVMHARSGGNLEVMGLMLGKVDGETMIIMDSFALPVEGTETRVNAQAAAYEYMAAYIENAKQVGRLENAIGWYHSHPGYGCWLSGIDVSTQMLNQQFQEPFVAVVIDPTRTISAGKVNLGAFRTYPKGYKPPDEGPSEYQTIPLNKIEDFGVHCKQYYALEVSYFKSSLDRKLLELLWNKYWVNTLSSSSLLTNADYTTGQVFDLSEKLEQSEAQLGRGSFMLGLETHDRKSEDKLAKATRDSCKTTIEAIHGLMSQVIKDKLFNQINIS
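Material: human Csn5 produced in HEK293T cells; Input: enzyme 0.24 nM; Reagent: SCFSkp2-Nedd8OG substrate at 10 nM final; Dosing: 12.5 µM compound; Incubation: 90 min reaction at room temperature; Detection: fluorescence polarization of the substrate; Evaluation: % inhibition of substrate cleavage by Csn5; Control set: substrate-only high control, full reaction low control.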
LMPTP inh – LMPTP phosphatase inhibitors, primary screen, biochemical, fluorescence intensity, uHTS; Low molecular weight phosphotyrosine protein phosphatase (Homo sapiens), P24666; 360,000 compounds, 0.22% hits; inhibition, % at 20 µM; recombinant LMPTP-A, OMFP fluorogenic substrate;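 active means compounds that cut the enzyme signal by at least half of the control window in the single-dose screen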;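 further: plate controls were DMSO wells with enzyme plus substrate for no effect and substrate without enzyme for full effect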
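test system = LMPTP-A | amount = 0.625 nM LMPTP-A final | reagent = fluorogenic phosphatase substrate OMFP at 400 µM final | incubation = 50 min at room temperature | benchmarks = no-enzyme low control, uninhibited high control | medium = Bis-Tris pH 6.0, DTT, detergent | signal = fluorescence intensity of OMFP turnover product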
Tb MetRS inh – T. brucei MetRS inhibitors, primary screen, biochemical, luminescence; AID 624268, 2012; methionyl-tRNA synthetase (Trypanosoma brucei brucei); inhibition, % at 11.9 µM; 360,000 compounds, 0.4% hits; purified T. brucei MetRS, ATP depletion, Kinase-Glo luminescence;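 active means inhibition above a per-plate cutoff of the control wells' mean inhibition plus 3 SD, cut at about 5.5% in these data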;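 further: 0% = DMSO wells median and 100% = median of wells with control inhibitor compound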
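Measured by: Kinase-Glo luciferase luminescence reporting remaining unconsumed ATP. Material: purified T. brucei MetRS enzyme. Doses: 11.9 µM compound single dose, 0.9% DMSO. Medium: HEPES buffer containing pyrophosphatase, BSA, spermine, DTT. Times: 15 min preincubation, 2 h reaction, all 25 °C. Reagent: methionine, ATP and bulk E. coli tRNA.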
SUMO1 PPI mod – modulators of SUMO1 protein-protein interactions, primary screen, biochemical, uHTS. inhibition, % at 20 µM. 360,000 compounds, 0.33% hits. SUMO1 binding to a labelled peptide, TR-FRET, 1 h; in the data active means inhibition above about 37%
Target sequence (P63165 whole entry, looked up): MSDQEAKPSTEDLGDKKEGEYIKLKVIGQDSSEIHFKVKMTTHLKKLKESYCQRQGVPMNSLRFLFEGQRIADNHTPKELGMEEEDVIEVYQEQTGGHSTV
Rpn11 block – Rpn11 (PSMD14) deubiquitinase inhibitors, primary screen, biochemical, fluorescence polarization, uHTS | calls only at 20 µM | 360,000 compounds, 0.59% hits | human 26S proteasome, Ub4-pepOG fluorescence polarization; 20S core pre-blocked with epoxomicin | 26S proteasome non-ATPase regulatory subunit 14 (Homo sapiens), O00487 | AID 588493, 2011;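 active means inhibition at 20 µM, scaled to each plate's controls, above about 33%, limit read from the data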
Target sequence (O00487 whole entry, looked up): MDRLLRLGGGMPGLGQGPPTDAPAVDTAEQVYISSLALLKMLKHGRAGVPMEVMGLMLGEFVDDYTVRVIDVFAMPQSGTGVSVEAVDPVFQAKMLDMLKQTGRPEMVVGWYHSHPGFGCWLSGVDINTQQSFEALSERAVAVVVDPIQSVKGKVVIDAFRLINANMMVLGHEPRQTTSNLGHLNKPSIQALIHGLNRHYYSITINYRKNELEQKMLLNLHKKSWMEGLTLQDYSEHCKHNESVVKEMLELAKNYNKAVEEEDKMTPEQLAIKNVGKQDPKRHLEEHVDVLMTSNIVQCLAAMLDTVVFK
DNMT1 inh – human DNMT1 methyltransferase inhibitors, primary screen, biochemical, molecular beacon, fluorescence, HinP1I cleavage, uHTS; inhibition (reported as % activation of signal), % at 10 µM; 360,000 compounds, 0.83% hits; in the data active means inhibition above about 50%
MsrA inh – bovine MsrA enzyme inhibitors, primary screen, biochemical, absorbance, HTS | purified bovine MsrA, absorbance read-out | inhibition, % at 15.5 µM | 360,000 compounds, 0.75% hits; in the data active means inhibition above about 4.5%;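 further: 0% = vehicle wells with enzyme and 100% = reference inhibitor wells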
* = called active by the depositor; i = inactive; · = not tested or not shown; + = active, no number.

SMILES	NadD block	STEP inh	Scp-1 inhibitor	CSN inh	LMPTP inh	Tb MetRS inh	SUMO1 PPI mod	Rpn11 block	DNMT1 inh	MsrA inh
CC(=O)Nc1ccc(S(=O)(=O)Nc2nc3ccccc3nc2-n2ccc(=NC(=O)c3ccccc3)cc2)cc1	10	0	-1	6	-0.6	2.2	-12	i	0	2.0
Cc1nn(-c2ccccc2Cl)c(Cl)c1/C=N/Nc1cccc(C(=O)O)c1	0	2	4	-4	0.2	-0.6	-3	i	-1	1.0
COc1cccc(NC(=O)CSc2nnc(NC(=O)c3ccco3)s2)c1	-13	0	-3	1	-0.7	0.1	1	i	2	2.5
Cc1cc(C)c2c(N)c3cccc(C)c3nc2n1	5	-11	-10	10	13	-0.4	-2	+	73*	1.4
Cc1nc2c(C(=O)NCCc3ccccc3)c[nH]n2c(=O)c1Cl	5	-4	-5	3	0.8	-0.2	9	i	-1	0.6
ClCC1NCC(c2ccccc2Cl)c2c1[nH]c1ccccc21 (configuration not stated)	9	-5	-1	20	2.3	0.4	-2	+	-8	-0.4
COc1ccc2[nH]c(C)c(CCNc3ccc(C(F)(F)F)cc3[N+](=O)[O-])c2c1	-3	2	-6	3	2.8	-0.2	-6	i	-16	2.4
CC(c1ccccc1)n1c(-c2ccc(C(C)(C)C)cc2)n[nH]c1=S (configuration not stated)	-3	0	-6	-6	2.1	-0.7	6	i	-1	·
O=C(CSc1nnnn1-c1cccc(F)c1)Nc1nc2ccccc2s1	0	-2	-2	11	0.9	-0.6	3	i	5	2.3
O=C(Nc1ccc(F)cc1)N1CCC(c2nc3c(nnn3Cc3cccc(Cl)c3)c(=O)[nH]2)CC1	8	-4	-11	2	1.5	-0.4	4	i	-6	-0.7
COc1ccc(N2CCN(c3oc(-c4ccccc4OC)nc3C#N)CC2)cc1	-8	1	-3	5	3.7	-0.5	1	i	-9	·
O=C(NCc1ccco1)C1CCC(N2C(=O)c3ccccc3C2=O)CC1 (configuration not stated)	0	1	6	3	0.1	-0.5	-11	i	6	0.2
CCOC(=O)C(=CNc1ncccc1C)C(=O)OCC	8	-1	-5	0	-0.8	-0.6	-2	i	0	4.3
C=CCn1c(-c2cccc(S(=O)(=O)N(CC)CC)c2)n[nH]c1=S	5	-3	7	-5	-2.6	-0.6	-1	i	0	-1.3
O=C1CC(=O)N(c2ccccc2)N1c1ccccc1	2	-3	-6	-6	0.6	0.2	2	i	4	-1.3
O=C(c1c(F)c(F)c(F)c(F)c1F)N1CCN(c2cccc(C(F)(F)F)c2)CC1	-3	2	-6	-1	1.9	-0.2	0	i	1	-0.6
Cc1cc(=O)[nH]c(SCC(=O)c2ccc(F)c(C)c2)n1	-1	0	-8	2	1.2	-0.1	-5	i	-2	0.2
CC(C)CN(C(=O)CSc1nc2ccccc2c(=O)[nH]1)c1c(N)n(CC(C)C)c(=O)[nH]c1=O	5	2	0	-6	-0.9	-0.3	-4	i	4	0.0
O=C(NCc1ccccc1Cl)C1CCCN(S(=O)(=O)c2cccc3nonc23)C1 (configuration not stated)	-5	2	-3	-2	1.1	-0.3	-7	i	1	1.4
O=C(CC1C(=O)NCCN1Cc1ccc(F)c(F)c1)NCCCn1ccnc1 (configuration not stated)	1	-3	-8	-5	-5.1	-1.2	0	i	-11	-1.1
CCOC(=O)c1cccc(NC(=O)CCc2nnc3ccc(N4CCCCC4)nn23)c1	0	1	-2	-6	-1.1	-0.7	-10	i	2	0.6
CCOc1ccc(C(=O)N2CCN(c3ccccc3)CC2)cc1	-3	1	-11	-1	0.4	-0.8	-1	i	-1	1.3
O=C1CC(N2CCC(c3nc4ccccc4[nH]3)CC2)C(=O)N1c1cccc(F)c1 (configuration not stated)	-1	2	-3	-6	-0.5	2.2	-1	i	3	1.4
O=C(CSc1nnc(COc2ccc(Cl)cc2)o1)N1CCCC1	-6	-3	-7	-1	-0.1	0.3	-1	i	1	0.5
C[C@H]1CN([C@@H](C)CO)S(=O)(=O)c2ccc(Br)cc2O[C@@H]1CN(C)S(=O)(=O)c1ccccc1	-6	-2	·	2	-1.4	-0.5	3	i	-1	-0.7
COC(=O)c1cn(NC(=O)/C=C/c2cc(OC)ccc2OC)c(=O)c2ccccc12	-2	2	-4	-1	-0.4	-0.7	2	i	1	1.0
Fc1cccc(C2NN=C(c3ccccc3)S2)c1 (configuration not stated)	-1	1	-1	-2	1.1	-0.7	0	i	4	0.2
Cc1ccc(C(=O)N2CCN(c3ccc([N+](=O)[O-])cc3)CC2)o1	-2	0	-12	5	0.0	0.5	-29	i	-1	0.6
CCn1c(CNc2ccc(Cl)cc2)nnc1SCc1ccc(C)cc1	5	-1	-2	1	2.4	-0.5	0	i	-7	1.5
CCn1cc(CNC(=O)c2ccc(OC3CCN(Cc4ccccn4)CC3)cc2)cn1	-4	1	3	2	-1.3	-0.2	5	i	0	-0.4
NC(c1ccccc1)c1cccs1 (configuration not stated)	-5	0	·	1	0.2	-1.3	7	i	-1	0.9
CC1CCCCN1C(=O)Cn1cnc2c1c(=O)n(C)c(=O)n2C (configuration not stated)	1	-2	-3	0	0.0	-0.3	0	i	0	0.1
CC(NC(=O)NC(=O)c1ccc(Cl)cc1Cl)C1CC1 (configuration not stated)	-1	3	1	7	-0.3	0.5	1	i	1	1.3
COc1ccc(C(=O)NCC(C)(C)N2CCOCC2)cc1S(=O)(=O)N1CCCC1	-3	-2	-3	-11	-1.8	0.0	-1	i	-1	0.2
CCN(CC)C(=O)/C(=C/c1cccc([N+](=O)[O-])c1)NC(=O)c1ccco1	1	8	3	-4	1.8	-0.2	-13	i	6	2.6
COc1ccc([C@H]2CN(c3ccc(OC)cc3)C(=O)[C@@H]2CC(=O)Nc2ccccc2)cc1	0	-2	·	1	-0.2	0.1	-6	i	-7	-1.2
COc1c(C(=O)NCCSC(C)(C)C)ccc2ccccc12	-12	1	3	-2	-1.1	0.0	-6	i	-1	-0.6
Cc1ccc(NC(=O)C2CCCN2C(=O)Oc2ccccc2)cc1C (configuration not stated)	-8	0	-4	-5	-0.9	-0.2	1	i	1	-0.5
O=C(O)Cn1cc2c(n1)CCCC2	3	-1	-11	-2	-2.0	-0.4	-2	i	4	0.2
CC1Cc2cc(S(=O)(=O)CCC(=O)NC3CCCCC3)ccc2N1C(=O)C1CC1 (configuration not stated)	1	0	-6	2	-0.9	-1.0	-6	i	-2	1.1
CN(C)S(=O)(=O)c1ccc(C(=O)OCCN=C2NS(=O)(=O)c3ccccc32)cc1	-2	2	-12	2	-1.5	0.9	-1	i	4	0.2
CC(=O)Nc1ccc(OCC(O)Cn2c(C(C)C)nc3ccccc32)cc1 (configuration not stated)	3	3	-1	3	0.2	-1.7	-5	i	9	0.5
Cc1ccc(NC(=O)COc2ccc(N(C)S(=O)(=O)c3ccc(F)cc3)cc2)cc1	-4	2	-13	-7	3.5	-0.2	3	i	-4	0.3
Cc1nc2ccc(NC(=O)c3cnc(Cl)c(Cl)c3)cc2s1	-4	1	-3	-4	0.1	-0.1	1	i	0	1.3

A run of entries taken from the entries so far:
SMILES	NadD block	STEP inh	Scp-1 inhibitor	CSN inh	LMPTP inh	Tb MetRS inh	SUMO1 PPI mod	Rpn11 block	DNMT1 inh	MsrA inh
CC(NC(=O)NC(=O)c1ccc(Cl)cc1Cl)C1CC1 (configuration not stated)	-1	3	1	7	-0.3	0.5	1	i	1	1.3
COc1ccc(C(=O)NCC(C)(C)N2CCOCC2)cc1S(=O)(=O)N1CCCC1	-3	-2	-3	-11	-1.8	0.0	-1	i	-1	0.2
CCN(CC)C(=O)/C(=C/c1cccc([N+](=O)[O-])c1)NC(=O)c1ccco1	1	8	3	-4	1.8	-0.2	-13	i	6	2.6
COc1ccc([C@H]2CN(c3ccc(OC)cc3)C(=O)[C@@H]2CC(=O)Nc2ccccc2)cc1	0	-2	·	1	-0.2	0.1	-6	i	-7	-1.2
COc1c(C(=O)NCCSC(C)(C)C)ccc2ccccc12	-12	1	3	-2	-1.1	0.0	-6	i	-1	-0.6
Cc1ccc(NC(=O)C2CCCN2C(=O)Oc2ccccc2)cc1C (configuration not stated)	-8	0	-4	-5	-0.9	-0.2	1	i	1	-0.5
O=C(O)Cn1cc2c(n1)CCCC2	3	-1	-11	-2	-2.0	-0.4	-2	i	4	0.2
CC1Cc2cc(S(=O)(=O)CCC(=O)NC3CCCCC3)ccc2N1C(=O)C1CC1 (configuration not stated)	1	0	-6	2	-0.9	-1.0	-6	i	-2	1.1
CN(C)S(=O)(=O)c1ccc(C(=O)OCCN=C2NS(=O)(=O)c3ccccc32)cc1	-2	2	-12	2	-1.5	0.9	-1	i	4	0.2
CC(=O)Nc1ccc(OCC(O)Cn2c(C(C)C)nc3ccccc32)cc1 (configuration not stated)	3	3	-1	3	0.2	-1.7	-5	i	9	0.5
Cc1ccc(NC(=O)COc2ccc(N(C)S(=O)(=O)c3ccc(F)cc3)cc2)cc1	-4	2	-13	-7	3.5	-0.2	3	i	-4	0.3
Cc1nc2ccc(NC(=O)c3cnc(Cl)c(Cl)c3)cc2s1	-4	1	-3	-4	0.1	-0.1	1	i	0	1.3
